Bioassay records as filed in PubChem.
Tau fluor cs – counter-screen for tau fibril formation inhibitors; tau K18 P301L Alexa594 fluorescence, heparin fibrillization; Potency, µM (top dose mostly 57.7 µM), for inactives: top-dose activity change, negative = decrease; hit rate 0.93% among 280,000; AID 1463; also: % is scaled to controls: 0 for no effect and ±100 for the full control effect; nearly all actives have a fitted effect of over 55% in size
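Human tau K18 P301L (15 uM unlabeled, 0.24 uM Alexa 594-labeled) in 100 mM sodium acetate pH 7 with 20 uM heparin, 6 hr at 37 C. ThT 30 uM added, 1 hr ambient; Alexa 594 FP and total fluorescence read at 555/632 nm.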
aGal spleen mod – alpha-galactosidase A (human) modulation | P06280 | human spleen homogenate, 4MU-alpha-Gal fluorescence, 40 min | Potency, µM (titrated, usually from 80 µM), without a hit: at the top dose activity change, negative = inhibition, actives largely listed as inhibitors | hit rate 0.008% among 240,000 | AID 2107;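 also: 0% = enzyme with vehicle and -100% = no enzyme basal signal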
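Inhibition or activation of alpha-galactosidase in human spleen homogenate is scored by 4-MU fluorescence after 40 min at 37C, pH 5.0, with 1 mM substrate. AC50s come from concentration-response fitted to the Hill equation.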
ALDH1A1 block – blocks purified human ALDH1A1 activity; P00352; Purified ALDH1A1, NADH fluorescence, propionaldehyde substrate; Potency, µM (series often up to 75.3 µM), inactives show at the top dose activity, negative = inhibition, most hits filed as inhibitors; hit rate 7.3% among 220,000; AID 1030; active = well fitted inhibition curve with a large enough effect, not every such curve was filed as active; inconclusive = small, poorly fitted or top-dose-only effect, or another doubt; inactive = no such curve, though single readings can be large or run the other way;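 also: plate controls were no enzyme wells and a reference inhibitor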
Target sequence (P00352 whole entry, looked up): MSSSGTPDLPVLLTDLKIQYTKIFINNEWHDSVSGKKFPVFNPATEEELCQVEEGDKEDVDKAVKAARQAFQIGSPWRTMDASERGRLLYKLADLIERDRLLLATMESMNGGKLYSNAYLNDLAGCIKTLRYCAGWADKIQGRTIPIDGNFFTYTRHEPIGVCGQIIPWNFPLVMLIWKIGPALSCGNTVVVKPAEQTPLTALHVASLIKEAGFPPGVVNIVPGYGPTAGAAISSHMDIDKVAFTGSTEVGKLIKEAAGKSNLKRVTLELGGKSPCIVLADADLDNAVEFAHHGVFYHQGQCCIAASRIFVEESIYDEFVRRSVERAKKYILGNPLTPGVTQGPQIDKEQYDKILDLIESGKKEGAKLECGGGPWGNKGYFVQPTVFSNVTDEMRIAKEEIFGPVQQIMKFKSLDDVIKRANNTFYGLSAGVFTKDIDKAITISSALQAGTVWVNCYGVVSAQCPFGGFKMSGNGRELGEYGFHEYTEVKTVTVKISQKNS
GAA glycogen – inhibitors or activators of human alpha-glucosidase glycogen cleavage. P10253. recombinant GAA, glycogen substrate, Amplex Red glucose oxidase fluorescence. Potency, µM (titrated, usually from 76.4 µM), for the others: top-dose activity change, negative = inhibition, actives largely listed as inhibitors. hit rate 0.38% among 300,000;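 also: 0% = full enzyme reaction and -100% = no-enzyme basal signal; the screen sought inhibitors and activators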
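Natural-substrate format: glycogen cleavage by 4 nM human enzyme, glucose read by Amplex Red coupling (Ex 573, Em 610 nm). Normalized to enzyme and no-enzyme controls.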
GAA inhib – inhibitors of human lysosomal alpha-glucosidase; hit rate 0.005% among 200,000; P10253; AID 1466; purified human GAA, 4-MU-alpha-glucoside fluorescence; Potency, µM (series often up to 76.9 µM), for the others: at the top dose activity change, negative = inhibition, actives largely listed as inhibitors;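 also: plate controls were uninhibited enzyme wells for no effect and no-enzyme background for full effect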
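AC50 values come from Hill fits of compound titrations (up to 77 uM) against 4 nM human enzyme. Substrate 4-methylumbelliferyl-alpha-D-pyranoside at 400 uM, pH 5.0 citrate buffer, 20 min room temperature; fluorescence Ex 365/Em 440 after alkaline stop.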
Epigenetic derep – regulators of epigenetic silencing causing reporter derepression in mouse cells. AID 1865. Potency, µM (top dose mostly 53.9 µM), for inactives: at the top dose GFP activation, actives largely listed as activators. murine LDR cells, GFP reporter derepression, 30 h. hit rate 0.2% among 280,000; also: % of control where 0% means no effect; nearly all actives have a fitted effect of over 60% in size
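GFP-positive cell count by laser-scanning cytometry (objects 20–120 um) after 30 h, 37 C compound exposure of murine LDR cells; reporter is CMV-GFP integrated at a silenced locus, inducible by HDAC or DNMT inhibitors.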
aGlu spleen mod – lysosomal alpha-glucosidase (human) modulation. P10253. Potency, µM (series often up to 79.9 µM), for inactives: at the highest dose activity change, negative = inhibition, actives largely listed as inhibitors. hit rate 0.006% among 240,000. human spleen homogenate, 4-MU-alpha-glucoside fluorescence;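 also: 0% = enzyme with vehicle and -100% = no enzyme basal signal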
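Human spleen homogenate (1 ug) incubated with compounds and 1 mM 4-methylumbelliferyl-alpha-D-glucopyranoside in pH 5.0 citrate/phosphate buffer, 37 C, 40 min. Stopped at pH 10; 4-MU fluorescence (Ex 365/Em 440 nm); AC50 by Hill fit.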
NPSR antagonist – blocks cAMP signaling of the human neuropeptide S receptor; Q6W5P4; CHO-NPSR cells, cAMP TR-FRET, antagonist mode; Potency, µM (highest dose often 38.3 µM), for inactives: at the highest dose activity change, negative = inhibition, hits mostly inhibitors; hit rate 1% among 220,000; AID 1461; also: % is scaled to controls: 0 for no effect and ±100 for the full control effect; nearly all actives have a fitted effect of over 50% in size; many of its hits are not listed in these tables
Target sequence (Q6W5P4 whole entry, looked up): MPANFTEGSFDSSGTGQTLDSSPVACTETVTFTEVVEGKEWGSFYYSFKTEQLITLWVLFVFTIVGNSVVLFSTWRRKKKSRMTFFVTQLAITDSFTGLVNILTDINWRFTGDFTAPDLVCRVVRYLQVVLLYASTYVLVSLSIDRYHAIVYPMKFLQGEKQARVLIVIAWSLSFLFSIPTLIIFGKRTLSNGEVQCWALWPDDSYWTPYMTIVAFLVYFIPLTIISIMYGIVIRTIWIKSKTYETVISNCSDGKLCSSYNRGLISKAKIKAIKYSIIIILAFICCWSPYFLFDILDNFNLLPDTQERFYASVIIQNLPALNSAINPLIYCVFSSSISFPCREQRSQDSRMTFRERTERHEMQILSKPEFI
* hit, by the source's call; ? = inconclusive; / = not tested or not shown; & = joins results of further samples; [ ] = remark or other dose. Unless noted, calls follow the shape of the dose curve; as a rule, active = well fitted curve in the direction sought with a large enough effect; inconclusive = small, poorly fitted or top-dose-only effect, or another doubt; inactive = no such curve, though single readings can be large; an effect the other way counts as inactive or inconclusive. Potency is read from the fitted curve at half-maximal effect. Not all compounds are listed. The share of hits here may be higher or lower than overall.

Every second line gives: Tau fluor cs	aGlu spleen mod	ALDH1A1 block	NPSR antagonist	aGal spleen mod	GAA glycogen	Epigenetic derep	GAA inhib
Cc1ccc(-n2nnnc2-c2cnc(-c3cccnc3)nc2C(F)(F)F)cc1
 : -18%	-7%	8%	?	2%	-10%	2.8%	-7%
CCC(=O)N1CCc2cc(S(=O)(=O)CCC(=O)N3CCc4ccccc4C3)ccc21
 : -3%	-6%	13µM*	-9%[46.1 µM]	0%	-1%	0.0%	1%
CCCCCN(C(=O)NC(=O)Nc1ccccc1C)S(C)(=O)=O
 : -9%	6%	9%	-13%[46.1 µM]	-15%	0%	0.0%	-1%
COc1ccccc1C(C)NCC(=O)NCC(=O)Nc1ccc(F)c(F)c1F (stereo unspecified)
 : 5%	-12%	1%	4%	-1%	5%	-0.2%	5%
CC(=O)N1CCN(C(=O)CCC(=O)O)CC1
 : -23%	3%	/	11%	-2%	6%	-7.9%	/
O=C(CS(=O)(=O)Cc1ccccc1)N1CCN(c2cccc(C(F)(F)F)c2)CC1
 : -8%	-7%	-3%	-11%[46.1 µM]	-20%	-18%	3.6%	-3%
C=CCn1c(SCC(=O)Nc2cccc(OC)c2)nnc1-c1cccnc1
 : 1%	1%	-9%	-13%[46.1 µM]	-13%	9%	0.9%	-1%
Cc1nnc(SCC(=O)NC(=O)NC2CCCC2)n1N
 : 4%	6%	-10%	-1%[46.1 µM]	-1%	2%	-2.9%	-3%
Cc1ccc(-n2cc(-c3ccccc3)c3c(N4CCOCC4)ncnc32)cc1
 : -14%	-9%	?	-59%	2%	0%	-2.2%	-1%
CCC1C(c2ccccc2)N(C)C(c2ccccc2)CC1(O)c1ccccc1 (stereo unspecified)
 : -17%	5%	-5%	?	7%	-16%	-1.9%	13%
CC(C)Cn1cnc2c1c(=O)n(CC(=O)N(C)C)c(=O)n2Cc1ccccc1
 : 4%	6%	7%	-2%	8%	3%	-4.5%	5%
CN(C)c1nc(N(C)C)nc(N2CC(CCl)OC2=N)n1 (stereo unspecified)
 : 16%	0%	?	-8%	-5%	3%	-1.1%	14%
O=C1NC[C@@H](Cc2ccc(O)cc2)N(CCc2cccc3ccccc23)C1=O
 : 4%	-2%	/	-5%	-9%	3%	-1.6%	/
O=C(NCc1c(F)cccc1F)c1cc(COc2c(F)cccc2F)on1
 : 3%	0%	3%	1%	-17%	7%	2.4%	10%
COc1ccc(-c2noc(CSc3nnc(CCc4ccccc4)n3-c3ccccc3)n2)cc1OC
 : -8%	-12%	-16%	?	2%	-4%	-1.1%	-10%
COc1ccc(-c2cn[nH]c2-c2ccc(OCc3ccc([N+](=O)[O-])cc3)cc2O)cc1OC
 : 7.1µM*[quencher]	6%	/	-44%	6%	0%	-0.1%	/
COCCSc1ccccc1C(=O)Nc1ccccc1C#N
 : -7%	4%	1%	8%	7%	0%	2.8%	0%
O=C(Nc1cc(S(=O)(=O)N2CCOCC2)ccc1Cl)C(=O)c1c(-c2ccccc2)cc2ccccn12
 : -25%	-5%	?	-20%[46.1 µM]	-9%	-9%	0.0%	-1%
C=CCSc1nc(N2CCOCC2)c2c(c1C#N)CC(C)(C)N(C)C2
 : -16%	-1%	/	-40%	0%	17%	2.5%	/
CCN(CC)C(=O)C(=O)c1cn(CC(=O)N2CCc3ccccc3C2)c2ccccc12
 : -3%	-8%	0.71µM*	-11%	2%	8%	1.3%	0%
Cc1c(N/N=C(\C#N)C(=O)c2ccccc2)c(=O)n(-c2ccccc2)n1C
 : -20%	-7%	?	-38%	1%	?	3.1%	-2%
Cc1c(Br)c([N+](=O)[O-])nn1CCCC(=O)Nc1sc2c(c1C(N)=O)CCC(C)C2 (stereo unspecified)
 : -26%	-1%	25µM*	0%	-3%	-3%	0.0%	-5%
Cn1nc(C(F)(F)F)c(-c2ccc(F)cc2)c1NC(=O)c1ccco1
 : ?	2%	/	-13%	2%	1%	4.3%	/
CCOC(=O)c1ccc(N2CSC3=C(C#N)C(c4ccc(OC)cc4OC)CC(=O)N3C2)cc1 (stereo unspecified)
 : ?	8%	14µM*	-28%[46.1 µM]	3%	3%	0.8%	-7%
Cc1c(NC(=O)c2cc(C3CC3)on2)c(=O)n(-c2ccccc2)n1C
 : 1%	2%	12%	-13%[46.1 µM]	8%	6%	-3.0%	-1%
COc1ccc(N2CCC(CNC(=S)Nc3cc(C)cc(C)c3)C2)cc1 (stereo unspecified)
 : ?	-5%	/	-53%	1%	-29%	-2.8%	/
O=C(Nc1ccc2c(c1)nc1n2CCN(C2CCCCC2)C1)c1ccco1
 : -11%	5%	/	-34%	2%	-8%	-3.1%	/
Cc1[nH]c(=S)[nH]c(=O)c1CCC1OCCO1
 : -10%	-5%	/	6%	10%	3%	-0.3%	/
CN1C(=O)/C(=C/c2ccc(-c3ccccc3[N+](=O)[O-])o2)SC1=Nc1ccc(Cl)c(C(=O)O)c1
 : -14%	10%	13µM*	-21%	3%	-22%	0.0%	-1%
CCOC(=O)c1c(C)nc(C)c(C(=O)OCC)c1-c1ccc(OC)cc1
 : -17%&-9%	0%&-6%	-4%	21%[7.67 µM]	-4%&-6%	4%&2%	2.7%&-0.9%	?
C#CC(C)(C)NC(=O)c1ccccc1OC
 : 4%	1%	2%	-7%[46.1 µM]	9%	2%	0.0%	-1%
O=[N+]([O-])c1cc(/C=N/N2CCCCC2)ccc1Cl
 : -12%	3%	-3%	13%	1%	-7%	-7.0%	2%
Cc1cc(C(=O)Nn2c(C3CCCCC3)nc3ccccc3c2=O)ccc1[N+](=O)[O-]
 : -21%	-2%	22µM*	-7%	-8%	0%	-1.8%	-10%
N#Cc1cc([N+](=O)[O-])ccc1Oc1cccc(/C=N/NC(=O)c2ccc(Cl)cc2)c1
 : -23%	4%	1%	-27%[46.1 µM]	-1%	3%	-3.8%	-12%
CC12CN(C(=O)c3ccccc3)C3(C#N)CC1CCC23C (stereo unspecified)
 : 2%	1%	?	-12%[46.1 µM]	1%	-6%	-2.1%	-2%
Cc1ccc(CN2C(=O)C3CCCN3c3ccc(S(=O)(=O)N4CCOCC4)cc32)cc1 (stereo unspecified)
 : -7%	-3%	14µM*	-1%[46.1 µM]	-1%	-11%	-1.8%	-10%
O=c1c2ccccc2ncn1-c1ccc(Cl)cc1[N+](=O)[O-]
 : -6%	4%	0%	-5%	9%	-2%	0.0%	6%
COc1ccccc1OCC(=O)NNC(=O)Nc1ccc(Cl)cc1
 : 7%	9%	15%	7%	3%	-3%	-0.2%	-2%
CCc1nc2sc3c(c2c(=O)n1N)CC(C)(C)OC3
 : 5%	-7%	11%	7%	0%	7%	-0.9%	0%
O=C(CN1CCN(c2ccccc2O)CC1)NNC(=O)c1ccc(Cl)cc1
 : -4%	-4%	6%	5%	8%	-14%	-0.2%	-1%
O=C(NNc1c(Cl)cccc1Cl)c1cccs1
 : -17%	8%	25µM*	-17%	-2%	?	0.4%	-5%[15.4 µM]
COc1ccc(C(=O)C2CCCN(Cc3ccc4c(c3)OCCO4)C2)cc1F (stereo unspecified)
 : -9%	-1%	/	3%	5%	-3%	-0.1%	/
CC(C)C(c1nnnn1C1CCCC1)N(C)C1CCCCC1 (stereo unspecified)
 : 0%	-1%	28µM*	-18%[46.1 µM]	-3%	1%	-1.0%	-11%
CC(O)[C@H]1CNC(=O)C(=O)N1CCc1cccc(F)c1 (stereo partly specified)
 : 8%	1%	/	3%	-21%	4%	0.9%	/
O=C(CN1CCCC1)Nc1ccc(OCc2ccccc2)cc1
 : -6%	-1%	7%	9%	-1%	8%	4.4%	12%
Cc1cc(C)n2nc(SCC(=O)N(C)c3c(N)n(Cc4ccccc4)c(=O)[nH]c3=O)nc2n1
 : 3%	5%	-3%	14%	-3%	3%	-5.2%	4%
CCOC(=O)c1c(NC(=O)CN2CCCCC2)sc(CN(C)C)c1-c1ccccc1
 : 2%	4%	-15%	-25%	8%	3%	2.6%	-20%
CCCS(=O)(=O)N1CCCC(C(=O)NCCCN2CCN(c3cccc(Cl)c3)CC2)C1 (stereo unspecified)
 : -1%	-8%	5%	2%[46.1 µM]	0%	-1%	-1.1%	2%
Cc1ccc(CN2CCN(c3ccccn3)CC2)s1
 : -11%	-4%	-7%	1%[46.1 µM]	-6%	20%	3.0%	-12%
C=CCNc1sc(C(=O)C2CC2)c(N)c1C#N
 : -19%	8%	-4%	-1%[46.1 µM]	2%	-5%	-1.0%	-1%
Cc1cc(C)n(CCCNC(=O)c2ccc(S(=O)(=O)NCc3ccco3)cc2)n1
 : -4%	-7%	16%	-16%[46.1 µM]	13%	-7%	-9.5%	-13%
C/C(=N\NC(=O)c1c[nH]c2ccccc12)c1ccccn1
 : -1%	3%	-8%	-8%	-3%	2%	?	3%
CNC(=O)COC(=O)c1cccnc1SC
 : -3%	5%	4%	1%[46.1 µM]	4%	-2%	-1.0%	-6%
O=C(/C=C/c1ccccc1F)c1cccc([N+](=O)[O-])c1
 : ?	7%	?	-9%	-2%	-16%	?	-1%
CC1=C(C(=O)O)N2C(=O)C(NC(=O)C(N)C3=CCC=CC3)C2SC1 (stereo unspecified)
 : -26%	-14%	-11%	/	-1%	/	-1.3%	/
Cc1ccc(Nc2ccc(N)cc2S(=O)(=O)O)cc1
 : -26%	-3%	?	-3%	6%	?	-6.0%	-7%
O=S1(=O)N=CN(Cc2cccc(F)c2)c2ccccc21
 : -5%	0%	9%	?	-2%	6%	0.0%	1%

An excerpt from above in order of heavy-atom count, largest number first.
Every second line gives: Tau fluor cs	aGlu spleen mod	ALDH1A1 block	NPSR antagonist	aGal spleen mod	GAA glycogen	Epigenetic derep	GAA inhib
Cc1ccc(CN2C(=O)C3CCCN3c3ccc(S(=O)(=O)N4CCOCC4)cc32)cc1 (stereo unspecified)
 : -7%	-3%	14µM*	-1%[46.1 µM]	-1%	-11%	-1.8%	-10%
O=[N+]([O-])c1cc(/C=N/N2CCCCC2)ccc1Cl
 : -12%	3%	-3%	13%	1%	-7%	-7.0%	2%
O=C(NNc1c(Cl)cccc1Cl)c1cccs1
 : -17%	8%	25µM*	-17%	-2%	?	0.4%	-5%[15.4 µM]
